Neddyl block: inhibitors of cullin neddylation, primary screen, biochemical, TR-FRET, uHTS, NAE and Ubc12; NEDD8-conjugating enzyme Ubc12 (Homo sapiens) + NEDD8-activating enzyme E1 regulatory …; calls only at 25 µM; 0.58% of 360,000 active; in the data active = inhibition above about 36%
Target sequence (P61081 whole entry, looked up): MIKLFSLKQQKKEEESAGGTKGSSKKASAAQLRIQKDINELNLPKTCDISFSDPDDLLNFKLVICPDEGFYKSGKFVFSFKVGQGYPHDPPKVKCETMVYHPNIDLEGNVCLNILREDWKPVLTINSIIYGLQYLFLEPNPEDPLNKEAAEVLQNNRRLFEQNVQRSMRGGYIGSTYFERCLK
Target sequence (Q13564 whole entry, looked up): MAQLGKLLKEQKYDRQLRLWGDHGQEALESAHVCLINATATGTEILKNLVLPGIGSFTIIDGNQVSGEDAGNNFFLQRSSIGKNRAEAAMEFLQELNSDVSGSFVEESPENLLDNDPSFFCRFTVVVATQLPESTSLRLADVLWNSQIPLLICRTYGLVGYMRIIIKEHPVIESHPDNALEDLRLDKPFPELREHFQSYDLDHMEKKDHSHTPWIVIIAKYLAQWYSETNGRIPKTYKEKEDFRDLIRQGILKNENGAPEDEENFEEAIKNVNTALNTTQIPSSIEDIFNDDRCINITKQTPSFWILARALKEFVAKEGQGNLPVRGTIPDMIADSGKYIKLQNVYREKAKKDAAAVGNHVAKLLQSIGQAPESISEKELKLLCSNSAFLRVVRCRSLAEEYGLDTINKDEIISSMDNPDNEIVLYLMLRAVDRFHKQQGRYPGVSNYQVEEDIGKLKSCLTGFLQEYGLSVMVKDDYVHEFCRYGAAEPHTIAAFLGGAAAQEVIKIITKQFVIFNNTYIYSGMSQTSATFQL
MLLE-PAM2 inh: inhibitors of PABP1 MLLE–PAM2 peptide binding, primary screen, biochemical, fluorescence polarization, FITC-PAM2, GST-MLLE; inhibition, % at 20 µM; 0.36% of 360,000 active; AID 588489, 2011; in the data active = inhibition above about 35%, passing the limit was not always enough;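 note: plate controls were DMSO wells with GST-MLLE for no effect and wells lacking GST-MLLE protein for full effect; some results filed as inactive read as strong as hits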
FAS TE block: FAS thioesterase domain inhibitors, primary screen, biochemical, fluorescence intensity, uHTS | Fatty acid synthase (Homo sapiens), P49327 | recombinant FAS-TE, OMFH fluorogenic substrate, fluorescence endpoint | inhibition, % at 15 µM | 0.67% of 360,000 active;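 active = compounds whose normalised, plate-corrected inhibition of enzyme fluorescence in the single-dose primary screen is 50% or more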;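 note: 0% = DMSO with enzyme and 100% = substrate without enzyme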
Rpn11 block: Rpn11 (PSMD14) deubiquitinase inhibitors, primary screen, biochemical, fluorescence polarization, uHTS; human 26S proteasome, Ub4-pepOG fluorescence polarization; 20S core pre-blocked with epoxomicin; AID 588493, 2011; calls only at 20 µM; 26S proteasome non-ATPase regulatory subunit 14 (Homo sapiens), O00487; 0.59% of 360,000 active;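 active = inhibition at 20 µM, scaled to each plate's controls, above about 33%, limit read from the data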
SKN-1 inh: suppressors of acrylamide-induced Pgst-4::GFP reporter in worms, primary screen, SKN-1 inhibitor project, whole organism, uHTS, GFP/RFP fluorescence ratio, strain VP596; inhibition, % at 21.8 µM; C. elegans VP596 Pgst-4::GFP/RFP ratio, 24 h; 0.49% of 360,000 active;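 active = interference check ratio from 0.5 to 1.5 plus GFP to RFP signal ratio inhibition reaching or exceeding a fixed threshold, cut at about 30% in these data, passing the limit was not always enough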; note: some compounds called inactive have numbers as strong as hits
NadD inh: inhibitors of S. aureus NadD, primary screen, biochemical, colorimetric, uHTS; Nicotinate-nucleotide adenylyltransferase NadD (Staphylococcus aureus N315); purified NadD enzyme, colorimetric absorbance read-out; inhibition, % at 20 µM; 0.78% of 360,000 active; in the data active = inhibition above about 26%; note: some compounds past the cut are filed as inactive
CSN inh: inhibitors of CSN-mediated cullin deneddylation, primary screen, biochemical, fluorescence polarization, uHTS | COP9 signalosome complex subunit 5 (Homo sapiens), Q92905 | Purified CSN, SCF-Nedd8-OG deneddylation | 0.38% of 360,000 active | inhibition, % at 12.5 µM;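 active = pattern-corrected inhibition above about 35%, with an unprinted fluorescence ratio check between 0.5 and 1.5, limit read from the data, passing the limit was not always enough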;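 note: 0% = enzyme with substrate and 100% = substrate without enzyme; some results filed as inactive read as strong as hits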
Target sequence (Q92905 whole entry, looked up, one chain of several): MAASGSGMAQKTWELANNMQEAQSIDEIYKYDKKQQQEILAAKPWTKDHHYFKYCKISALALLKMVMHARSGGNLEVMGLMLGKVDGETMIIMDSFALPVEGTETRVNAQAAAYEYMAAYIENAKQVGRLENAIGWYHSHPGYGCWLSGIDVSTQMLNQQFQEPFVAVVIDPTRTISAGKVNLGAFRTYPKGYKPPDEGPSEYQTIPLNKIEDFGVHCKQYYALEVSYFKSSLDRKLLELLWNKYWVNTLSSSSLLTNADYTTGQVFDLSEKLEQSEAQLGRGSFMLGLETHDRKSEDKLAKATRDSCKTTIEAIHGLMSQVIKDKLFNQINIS
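Assay system: purified human Csn5 enzyme expressed in HEK293T cells; Input: 0.24 nM Csn5 enzyme, final concentration; Reagent: 10 nM SCFSkp2-Nedd8OG; Compound dosing: 12.5 µM single point; Times: reaction 90 min, room temperature; Technique: fluorescence polarization readout.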
Rin1 Abl inh: inhibitors of Rin1-Abl protein binding, primary screen, biochemical, TR-FRET. Tyrosine-protein kinase ABL1 (Homo sapiens) + Ras and Rab interactor 1 (Homo sapiens), …. inhibition, % at 7.35 µM. 0.4% of 360,000 active. AID 588664, 2011; in the data active = inhibition above about 5%, passing the limit was not always enough
MT1-MMP act inh: blockers of MT1-MMP proenzyme processing, primary screen, HT1080 RFP-PRO-GFP cells, GFP/RFP fluorescence; GFP/RFP ratio change, % at 20 µM; 0.061% of 360,000 active; Matrix metalloproteinase-14 (Homo sapiens), P50281; GFP/RFP ratio fluorescence, overnight; percent of plate control window, DMSO zero;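 active = GFP/RFP ratio change of at least 30% with cell ATP level not reduced by more than half and red fluorescence within 50% of control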; note: strong numbers were not always called active
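Material: RFP-PRO-GFP reporter HT1080 cells. Dosing: single-point 20 µM compound, 1% DMSO. Controls: DMSO and RFP-L50D-GFP cell wells. Timing: cells overnight before dosing, compound overnight, 37 °C, 5% CO2. Measure: GFP/RFP fluorescence ratio.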
* hit, by the source's call.

`COc1ccc(/C=C/c2onc(C)c2S(=O)(=O)N2CCC(C(=O)N3CCC(C)CC3)CC2)cc1` gave Neddyl block inactive, MLLE-PAM2 inh -2, FAS TE block 31, Rpn11 block inactive, SKN-1 inh 5, NadD inh 14, CSN inh -1, Rin1 Abl inh -3 and MT1-MMP act inh -6.
Screening COc1ccc(N2CCN(C(=O)C3CCCN(S(=O)(=O)c4ccc(F)cc4)C3)CC2)cc1 (stereo unspecified) returned Neddyl block inactive, MLLE-PAM2 inh 0, FAS TE block 4, Rpn11 block inactive, SKN-1 inh 4, NadD inh 3, CSN inh 0, Rin1 Abl inh 2 and MT1-MMP act inh 0.
COC(=O)c1ccc(OC(=O)c2ccc(OC)c(OC)c2)c(OC)c1 was read as Neddyl block inactive, MLLE-PAM2 inh 13, FAS TE block 8, Rpn11 block inactive, SKN-1 inh -4, NadD inh 0, CSN inh 0, Rin1 Abl inh -1 and MT1-MMP act inh 0.
`Cc1ccccc1CCN(C(=O)Cn1nnc2ccccc21)C(C(=O)NC(C)(C)C)c1ccsc1` (stereo unspecified) gave Neddyl block inactive, MLLE-PAM2 inh 9, FAS TE block -14, Rpn11 block inactive, SKN-1 inh -7, NadD inh -2, CSN inh -2, Rin1 Abl inh 0 and MT1-MMP act inh 8.
CN(C)CCN(C)Cc1c2ccccc2c(CN(C)CCN(C)C)c2ccccc12 was read as Neddyl block inactive, MLLE-PAM2 inh 138, FAS TE block -16, Rpn11 block inactive, SKN-1 inh 6, NadD inh -6, CSN inh -57, Rin1 Abl inh -6 and MT1-MMP act inh -47.
`O=C(Nc1cccc2c1CCCC2)c1ccccc1Cl` gave Neddyl block inactive, MLLE-PAM2 inh 5, FAS TE block 2, Rpn11 block inactive, SKN-1 inh -6, NadD inh -5, CSN inh 5, Rin1 Abl inh 1 and MT1-MMP act inh -4.
For O=C(COC(=O)c1cc(=O)[nH]c(=O)[nH]1)Nc1cccc(S(=O)(=O)N2CCOCC2)c1 the results were Neddyl block inactive, MLLE-PAM2 inh 14, FAS TE block -3, Rpn11 block inactive, SKN-1 inh 3, NadD inh 2, CSN inh 0, Rin1 Abl inh -3 and MT1-MMP act inh 3.
c1ccc2c(SCc3cn4ccccc4n3)nncc2c1 was read as Neddyl block inactive, MLLE-PAM2 inh -10, FAS TE block -5, Rpn11 block inactive, SKN-1 inh 3, NadD inh -6, CSN inh 8, Rin1 Abl inh -1 and MT1-MMP act inh -6.
For NC(N)=NS(=O)(=O)c1ccc(NC(=S)NC(=O)/C=C/c2ccc(F)cc2)cc1 the results were Neddyl block inactive, MLLE-PAM2 inh 12, FAS TE block 3, Rpn11 block inactive, SKN-1 inh 8, NadD inh -10, CSN inh 5, Rin1 Abl inh 3 and MT1-MMP act inh 0.
Screening Cc1c(NC(=O)C(C)OC(=O)c2c3c(nc4ccccc24)CCC(C)C3)c(=O)n(-c2ccccc2)n1C (stereo unspecified) returned Neddyl block inactive, MLLE-PAM2 inh -3, FAS TE block -5, Rpn11 block inactive, SKN-1 inh 2, NadD inh 3, CSN inh -3, Rin1 Abl inh -4 and MT1-MMP act inh -3.
`O=S1(=O)c2c(F)cccc2OC(COc2ccccc2)CN1CCc1ccc(F)cc1` (stereo unspecified) gave Neddyl block inactive, MLLE-PAM2 inh 5, FAS TE block 28, Rpn11 block inactive, SKN-1 inh -6, NadD inh -3, CSN inh 2, Rin1 Abl inh -2 and MT1-MMP act inh -3.
Screening O=C(/C=C/c1ccccc1)NCCCNC(=O)/C=C/c1ccccc1 returned Neddyl block inactive, MLLE-PAM2 inh -7, FAS TE block 4, Rpn11 block inactive, SKN-1 inh 9, NadD inh -3, CSN inh -5, Rin1 Abl inh -3 and MT1-MMP act inh 8.

Fetched by compound from above, 2 records:
`O=S1(=O)c2c(F)cccc2OC(COc2ccccc2)CN1CCc1ccc(F)cc1` (stereo unspecified) gave Neddyl block inactive, MLLE-PAM2 inh 5, FAS TE block 28, Rpn11 block inactive, SKN-1 inh -6, NadD inh -3, CSN inh 2, Rin1 Abl inh -2 and MT1-MMP act inh -3.
`COc1ccc(/C=C/c2onc(C)c2S(=O)(=O)N2CCC(C(=O)N3CCC(C)CC3)CC2)cc1` gave Neddyl block inactive, MLLE-PAM2 inh -2, FAS TE block 31, Rpn11 block inactive, SKN-1 inh 5, NadD inh 14, CSN inh -1, Rin1 Abl inh -3 and MT1-MMP act inh -6.

Going on with the list.
Screening CCN(CC)C(=O)Cn1cc(C(=O)C(=O)N2CCCc3ccccc32)c2ccccc21 returned Neddyl block inactive, MLLE-PAM2 inh 9, FAS TE block 1, Rpn11 block inactive, SKN-1 inh -1, NadD inh -6, CSN inh -5, Rin1 Abl inh 3 and MT1-MMP act inh 1.
COc1ccc(-c2ccc(C#N)c(OC(=O)c3c(Cl)cccc3Cl)n2)cc1 was read as Neddyl block inactive, MLLE-PAM2 inh 12, FAS TE block 28, Rpn11 block inactive, SKN-1 inh 16, NadD inh -5, CSN inh -4, Rin1 Abl inh 2 and MT1-MMP act inh -1.
Screening O=C(c1ccc(F)cc1)N1CCC(C(=O)N2CCN(c3ncccn3)CC2)CC1 returned Neddyl block inactive, MLLE-PAM2 inh 12, FAS TE block -6, Rpn11 block inactive, SKN-1 inh 6, NadD inh 1, CSN inh 3, Rin1 Abl inh 2 and MT1-MMP act inh 2.
Screening O=C(NCc1ccccc1Cl)NCc1ccccc1Cl returned Neddyl block inactive, MLLE-PAM2 inh -1, FAS TE block -1, Rpn11 block inactive, SKN-1 inh 3, NadD inh -1, CSN inh -3, Rin1 Abl inh -2 and MT1-MMP act inh -1.
For CCOc1ccccc1C(=O)N1CCN(c2cccc(Cl)c2)CC1 the results were Neddyl block inactive, MLLE-PAM2 inh -4, FAS TE block -2, Rpn11 block inactive, SKN-1 inh -4, NadD inh -16, CSN inh -3, Rin1 Abl inh 3 and MT1-MMP act inh 9.
For O=C(COc1ncnc2ccccc12)Nc1cccc([N+](=O)[O-])c1 the results were Neddyl block inactive, MLLE-PAM2 inh 1, FAS TE block 20, Rpn11 block inactive, SKN-1 inh 8, NadD inh 3, CSN inh 5, Rin1 Abl inh -6 and MT1-MMP act inh 0.
For CN1CCCN(Cc2ccccc2C(F)(F)F)CC1 the results were Neddyl block inactive, MLLE-PAM2 inh -4, FAS TE block -8, Rpn11 block inactive, SKN-1 inh -3, NadD inh -1, CSN inh 4, Rin1 Abl inh 1 and MT1-MMP act inh -3.
For COc1ccc(OC)c(-c2cc(C(=O)Nc3cc(C)n(Cc4ccc(Cl)cc4)n3)no2)c1 the results were MLLE-PAM2 inh 9, FAS TE block 36, Rpn11 block inactive, SKN-1 inh 18, NadD inh -15, CSN inh 4, Rin1 Abl inh -6 and MT1-MMP act inh 4.
Screening CC1(C(=O)NCc2ccccc2)CSCC(=O)N1Cc1cccc(F)c1 (stereo unspecified) returned Neddyl block inactive, SKN-1 inh 0, CSN inh 8 and MT1-MMP act inh 3.
Screening CC1=NN(Cc2ccccc2)C(=O)C1C(c1ccccc1)C(C#N)C#N (stereo unspecified) returned Neddyl block inactive, MLLE-PAM2 inh 3, FAS TE block -3, Rpn11 block inactive, SKN-1 inh 2, NadD inh -1, CSN inh -5, Rin1 Abl inh 0 and MT1-MMP act inh 4.
For O=C(O)c1cccc(S(=O)(=O)Nc2ccc(N3CCCCC3)cc2)c1 the results were Neddyl block inactive, MLLE-PAM2 inh -8, FAS TE block -6, Rpn11 block inactive, SKN-1 inh -21, NadD inh 6, CSN inh -3, Rin1 Abl inh 1 and MT1-MMP act inh 0.
Screening CCOC(=O)N1CCN(C(=O)c2ccc(CNS(=O)(=O)c3ccc(C)cc3)cc2)CC1 returned Neddyl block inactive, MLLE-PAM2 inh -8, FAS TE block -3, Rpn11 block inactive, SKN-1 inh 4, NadD inh -2, CSN inh -3, Rin1 Abl inh 3 and MT1-MMP act inh -9.
Screening C[C@H](NC(=O)c1nc[nH]c1C(=O)N[C@@H](C)c1ccccc1)C(=O)OC(C)(C)C returned Neddyl block inactive, MLLE-PAM2 inh -4, FAS TE block -5, Rpn11 block inactive, SKN-1 inh 25, NadD inh 8, CSN inh -1, Rin1 Abl inh 1 and MT1-MMP act inh 4.
Screening CC(=O)Oc1cccc(C2=CC(=O)CC(C)(C)C2=O)c1 returned Neddyl block inactive, MLLE-PAM2 inh -3, FAS TE block -9, Rpn11 block inactive, SKN-1 inh 5, NadD inh -5, CSN inh -2, Rin1 Abl inh 0 and MT1-MMP act inh 3.
Screening C=C1C[C@H]2[C@@H]3CCc4cc(OC)ccc4[C@H]3CC[C@]12C returned Neddyl block inactive, MLLE-PAM2 inh -3, FAS TE block 12, Rpn11 block inactive, SKN-1 inh 9, NadD inh -1, CSN inh -3, Rin1 Abl inh 3 and MT1-MMP act inh 0.
`Cc1n[nH]c(C)c1N=Nc1ccc(Br)cc1` gave Neddyl block inactive, MLLE-PAM2 inh -9, FAS TE block 8, Rpn11 block inactive, SKN-1 inh 29, NadD inh -10, CSN inh 2, Rin1 Abl inh -2 and MT1-MMP act inh 0.
CC(C)(C)c1ccc(OCc2nnc(SCC(N)=O)n2N)cc1 was read as Neddyl block inactive, MLLE-PAM2 inh -2, FAS TE block -4, Rpn11 block inactive, SKN-1 inh -3, NadD inh 1, CSN inh -7, Rin1 Abl inh 0 and MT1-MMP act inh 1.
Screening Cc1ccc(S(=O)(=O)N(CC(=O)N/N=C\c2cccs2)c2cccc3cccnc23)cc1 returned Neddyl block inactive, MLLE-PAM2 inh 13, FAS TE block 2, Rpn11 block inactive, SKN-1 inh -2, NadD inh 7, CSN inh -11, Rin1 Abl inh 0 and MT1-MMP act inh -7.
For Cc1ccccc1NC(=S)N(CCN(C)C)C(C)c1cccnc1 (stereo unspecified) the results were Neddyl block inactive, MLLE-PAM2 inh 5, FAS TE block -1, Rpn11 block inactive, SKN-1 inh -2, NadD inh -3, CSN inh -5, Rin1 Abl inh 1 and MT1-MMP act inh 4.
For CN(CC(=O)Nc1ccc(F)cc1)C(=O)COC(=O)/C=C/c1ccc(OC(F)F)cc1 the results were Neddyl block inactive, MLLE-PAM2 inh 0, FAS TE block 0, Rpn11 block inactive, SKN-1 inh 14, NadD inh -5, CSN inh 0, Rin1 Abl inh 1 and MT1-MMP act inh 2.
For N#Cc1ccncc1S(=O)c1ccc(Cl)cc1 (stereo unspecified) the results were Neddyl block inactive, MLLE-PAM2 inh 3, FAS TE block -4, Rpn11 block inactive, SKN-1 inh 0, NadD inh 2, CSN inh 2, Rin1 Abl inh 2 and MT1-MMP act inh 0.
CCOC(=O)c1ccccc1NC(=O)COC(=O)C(CCSC)NC(=O)COc1ccccc1 (stereo unspecified) was read as Neddyl block inactive, MLLE-PAM2 inh 2, FAS TE block 6, Rpn11 block inactive, SKN-1 inh -2, NadD inh -7, CSN inh 3, Rin1 Abl inh 6 and MT1-MMP act inh 2.

Source: PubChem BioAssay
